Screening results: PubChem, National Center for Advancing Translational Sciences (NCATS)
TRPV1 ag: activates the human vanilloid receptor TRPV1; Q8NER1; TRPV1-expressing cells, Fluo-8 calcium influx, agonist mode; activation, % at 8.33 µM; 0.19% of 320,000 active; in the data active = activation above about 80%; inconclusive = between about 30% and that limit; note: 0% is about no effect
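TRPV1-expressing cells were cultured overnight at 35.5C and loaded with Fluo-8 calcium dye for 40 to 90 min at room temperature. After a 10 s baseline, compound was added and calcium influx was read kinetically for 3 min (ex 480/em 520 nm).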
GALK inhibitor: blocks human galactokinase activity | 0.007% of 270,000 active | AID 1868 | Purified GALK, Kinase-Glo residual ATP luminescence | Potency, µM (highest dose often 57.5 µM), for the others: at the top dose activity change, negative = inhibition, hits mostly inhibitors; note: potency is the fitted concentration of half-maximal effect; % is set by controls: 0 for no effect and ±100 for the full control effect
Target sequence (P51570 whole entry, looked up): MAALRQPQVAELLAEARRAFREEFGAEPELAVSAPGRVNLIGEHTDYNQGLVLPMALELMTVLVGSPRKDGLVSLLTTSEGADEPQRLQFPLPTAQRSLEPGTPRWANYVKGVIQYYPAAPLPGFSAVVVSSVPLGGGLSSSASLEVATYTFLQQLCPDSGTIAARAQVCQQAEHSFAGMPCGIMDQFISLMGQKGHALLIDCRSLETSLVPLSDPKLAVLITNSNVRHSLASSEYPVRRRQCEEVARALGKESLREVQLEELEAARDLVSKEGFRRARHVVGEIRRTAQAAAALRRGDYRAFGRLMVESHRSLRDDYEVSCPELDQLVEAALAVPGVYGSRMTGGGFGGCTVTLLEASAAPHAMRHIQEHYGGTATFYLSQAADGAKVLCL
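Quantitative HTS: GALK 5 nM, ATP 35 uM, galactose 100 uM, 1 h room temperature, then luciferase-based ATP detection.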
CXXC DNA block: MLL CXXC-DNA interaction inhibition; Potency, µM (series often up to 115 µM), without a hit: at the highest dose activity change, negative = inhibition, actives largely listed as inhibitors; 0.037% of 290,000 active; MLL-CXXC / FITC-HOXA9 DNA fluorescence polarization; AID 2662; active = well fitted inhibition curve with a large enough effect in the polarisation, with a control signal flat, not every such curve was filed as active; inconclusive = small, poorly fitted or top-dose-only effect, or effect the other way, or a change in a side signal; inactive = no such curve, though single readings can be large or run the other way; the % refers to the polarisation; note: potency is the fitted concentration of half-maximal effect
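Steps: dispense CXXC domain solution (7 uM) → pin compounds or unlabeled HOX-A9 DNA control → 5 min ambient → add FLSN-HOX-A9 solution (50 nM) → spin → 30 min ambient → fluorescence polarization. Tris pH 7.5/NaCl/DTT/BSA buffer.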
Menin MLL FP TR: displaces Texas Red mutant MLL peptide from human menin; Menin + Texas Red MLL mutant peptide, fluorescence polarization; O00255; AID 1768; Potency, µM (series often up to 61.6 µM), for inactives: top-dose FP activity change, negative = inhibition, hits mostly inhibitors; 0.23% of 270,000 active; active = well fitted inhibition curve with a large enough effect in the polarisation, with a control signal flat, not every such curve was filed as active; inconclusive = small, poorly fitted or top-dose-only effect, or effect the other way, or a change in a side signal; inactive = no such curve, though single readings can be large or run the other way; the % refers to the polarisation; note: potency is the fitted concentration of half-maximal effect; % of control where 0% means no effect; many of its hits are not listed in these tables
PKM2 activator: PKM2 (human) enzyme activation; 0.34% of 260,000 active; purified PKM2, Kinase-Glo ATP luminescence, activation; response scale: 0% is enzyme alone, no compound; Potency, µM (titrated, usually from 57.5 µM), without a hit: top-dose activation, hits mostly activators; note: potency is the fitted concentration of half-maximal effect; % is set by controls: 0 for no effect and ±100 for the full control effect; nearly all actives have a fitted effect of over 55% in size
Target sequence (P14618 whole entry, looked up): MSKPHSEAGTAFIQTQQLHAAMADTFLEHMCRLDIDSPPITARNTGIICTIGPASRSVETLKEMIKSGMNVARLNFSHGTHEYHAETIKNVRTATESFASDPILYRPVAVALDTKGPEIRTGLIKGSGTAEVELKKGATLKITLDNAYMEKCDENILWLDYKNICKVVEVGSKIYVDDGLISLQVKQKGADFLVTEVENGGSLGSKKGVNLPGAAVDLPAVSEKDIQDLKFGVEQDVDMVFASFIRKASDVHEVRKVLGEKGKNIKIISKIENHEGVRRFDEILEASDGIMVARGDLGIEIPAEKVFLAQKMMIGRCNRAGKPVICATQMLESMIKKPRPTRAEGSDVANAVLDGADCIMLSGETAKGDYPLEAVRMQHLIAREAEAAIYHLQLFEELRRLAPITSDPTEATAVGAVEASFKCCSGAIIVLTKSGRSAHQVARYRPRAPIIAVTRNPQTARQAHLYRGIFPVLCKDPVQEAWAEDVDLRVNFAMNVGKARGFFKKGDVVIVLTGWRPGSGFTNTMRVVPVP
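Kinase-Glo luminescence reports ATP generated from ADP (0.1 mM) and PEP (0.5 mM) by purified hPK-M2 after 1 h at room temperature, pH 7.2 imidazole buffer; intermediate enzyme activity allows detecting inhibitors and activators.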
KCNH2 3.1 inh: KCNH2 3.1 (human) potassium channel inhibition; U2OS KCNH2 3.1, thallium flux FluxOr; stronger effect = lower value; 0.95% of 340,000 active; activity change, % (tested at about 1.8 µM);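 active = maximum activity change below -70%; inconclusive = maximum activity change from -70% to -50%; inactive = maximum activity change above -50%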;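 note: thallium influx rate constant from kinetic fluorescence after stimulation buffer; % is set by controls: 0 for no effect and ±100 for the full control effect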
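Thallium flux read-out: FluxOr dye with Red40 quencher in HBSS/HEPES, 45 min at RT. Rate constants from kinetic reads were normalized to positive and negative DMSO controls. Cells: U2OS virally expressing the 3.1 isoform.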
USP2a block: inhibitors of human ubiquitin-specific protease USP2a | USP2 core, Ub-CHOP2 coupled fluorogenic reporter, 485/531 | Potency, µM (top dose mostly 38.3 µM), without a hit: at the top dose activity change, negative = inhibition, most hits filed as inhibitors | 0.01% of 330,000 active;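 note: potency is the fitted concentration of half-maximal effect; plate controls were DMSO wells for no effect and full inhibition by NEM control for full effect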
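Deubiquitinase activity read as fluorescence (485/531 nm) after Ub-CHOP2 cleavage activates the enterokinase reporter on its substrate; USP2 core 10nM, Ub-CHOP2 and substrate 25nM each, 30min compound preincubation then 60min RT; data normalized to NEM, curves fitted.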
Giardia kill: Giardia lamblia killing; 0.15% of 340,000 active; activity change, % at 7.66 µM, hits read low; Giardia lamblia trophozoite viability; in the data active = activity change below about -80%; inconclusive = between about -30% and that limit;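 note: parasites exposed to compound for two days anaerobically before the ATP read; % is set by controls: 0 for no effect and ±100 for the full control effect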
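Killing of trophozoites was scored by loss of ATP luminescence after a 48 hrs anaerobic exposure to compounds at 37 deg C, using 100 cells per well.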
KCNH2 WT inh: KCNH2 (human, wildtype) channel inhibition; activity change, % at 1.84 µM; 0.37% of 340,000 active; Q12809; AID 720551; U2OS, BacMam KCNH2, thallium flux FluxOr; stronger effect = lower value;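 active = maximum activity change below -70%; inconclusive = maximum activity change between -70% and -50%; inactive = maximum activity change above -50%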; note: % is set by controls: 0 for no effect and ±100 for the full control effect
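U2OS cells were transduced with wild-type KCNH2 virus (2.03 x 10^8 / mL) for 4 h at room temperature, then cultured overnight at 37 C. Thallium flux was read with FluxOr dye. Rate constants were normalized to DMSO controls.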
FBPA coupling cs: coupling enzyme interference in Giardia aldolase counter-screen. coupling enzyme system counterscreen, AmpLite Red fluorescence. activity change, negative = inhibition, % at 58.2 µM, hits read low. 0.67% of 290,000 active; in the data active = activity change below about -30%; note: % is set by controls: 0 for no effect and ±100 for the full control effect
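Coupling enzymes only (glyceraldehyde-3-phosphate) + compound, at 57.5 uM final, 10 min RT; add substrate/coupling/AmpLite Red mix, 20 min RT; fluorescence ex 525/em 598 nm. Actives flag coupling-system interference.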
B2AR arrestin: agonists driving beta-arrestin recruitment to human beta2-adrenergic receptor. P07550. beta-arrestin recruitment to beta2AR, cell-based reporter. Potency, µM (highest dose often 46.1 µM), inactives show at the top dose activation, most hits filed as activators. 0.02% of 330,000 active. AID 492947;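 note: potency is the fitted concentration of half-maximal effect; 0% = DMSO controls and full agonism = EC100 isoproterenol or metaproterenol; nearly all actives have a fitted effect of over 65% in size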
* hit, by the source's call; i = inactive; ? = inconclusive; / = no result given; [ ] = dose if it differs, or a comment. Unless noted, calls come from the whole dose curve; as a rule, active = well fitted curve in the direction sought with a large enough effect; inconclusive = small, poorly fitted or top-dose-only effect, or another doubt; inactive = no such curve, though single readings can be large; an effect the other way counts as inactive or inconclusive. These rows are one share of the data. The share of hits here may be higher or lower than overall.

SMILES	TRPV1 ag	GALK inhibitor	CXXC DNA block	Menin MLL FP TR	PKM2 activator	KCNH2 3.1 inh	USP2a block	Giardia kill	KCNH2 WT inh	FBPA coupling cs	B2AR arrestin
COc1ccccc1NC(=O)CN(c1ccc([N+](=O)[O-])cc1)S(=O)(=O)c1ccccc1	25	1%	5%	24%	10µM*	6	1%	9	6	-1	-0.2%
Cc1nc(NC(=O)c2ccccc2)sc1C1(C)CC(c2c(Cl)cccc2Cl)=NO1 (stereo unspecified)	0	7%	-19%	/	-7%	18	0%	14	-1	0	-0.1%
O=C(Cc1ccccc1)Nc1ccccc1C(=O)O	-5	2%	6%	1%	15%	4	-1%	-17	1	-18	0.1%
CCOc1ccc(C(=O)CCC(=O)N2CCC(C(=O)OC)CC2)cc1	2	/	58%[activator]	-21%	/	5	-2%	-6	3	0	-0.2%
COc1ccccc1NC(=O)Nc1nc(CC(=O)NCc2ccccn2)cs1	10	/	/	/	/	9	1%	-1	5	/	3.5%
CCc1cccc(CC)c1NC(=O)COC(=O)c1cccc(-c2ccc(OC(C)=O)cc2)c1	-1	0%	6%	4%	2%	9	2%	-7	2	2	-0.4%
O=C1c2cccc([N+](=O)[O-])c2C(=O)N1CCO	2	0%	7%	4%	-7%	16	0%	2	19	2	-0.3%
CCCCCOC(=O)C1[C@H]2C(=O)N(c3ccccc3CC)C[C@]23C=C[C@H]1O3 (stereo partly specified)	7	3%	-6%	-2%	10%	6	0%	6	2	2	-0.4%
C[C@H](CO)N1C[C@H](C)[C@@H](CN(C)Cc2ccc(Cl)c(Cl)c2)Oc2c(NC(=O)CCC(F)(F)F)cccc2C1=O	/	/	/	/	/	-25	-6%	7	-6	/	-0.2%
O=S(=O)(N1CCOCC1)N1CCN(c2ccccc2F)CC1	1	1%	-3%	18%	-8%	-1	3%	12	-13	4	-0.1%
COc1ccc(N2C(=O)CC(N(CCc3ccccc3)C(=O)c3ccccc3)C2=O)cc1 (stereo unspecified)	0	-3%	13%	/	4%	0	0%	7	-1	2	3.0%
O=C(O)c1cccc2c1C(=O)N(c1ccccc1)C2	14	3%	3%	0%	/	8	-2%	5	6	2	0.2%
CCN(C(=O)C1CCCN(c2nc(-c3ccc(OC)cc3)no2)C1)c1ccc(OC)cc1 (stereo unspecified)	0	/	/	-7%	-1%	-15	3%	?	-3	-2	0.4%
COc1cc(/C=C/C(=O)OCC(=O)NCCCc2ccccc2)cc(OC)c1OC	/	/	/	/	/	-11	-12%	-13	2	/	0.4%
Cc1ccc(C(NC(=O)NN2CCN(C)CC2)C(Cl)Cl)cc1F (stereo unspecified)	-1	-1%	-2%	1%	-1%	12	-2%	-10	-6	2	0.1%
COc1cc(C(=O)O/N=C(\N)c2ccncc2)cc(OC)c1OC	-6	-2%	-2%	?	1%	4	2%	32[activator]	/	-2	-0.2%
O=Cc1ccc(N2Cc3ccccc3C2)cc1	0	-3%	-4%	2%	-1%[11.5 µM]	-5	-1%	-12	5	2	0.6%
O=C(NCc1ccncc1)c1cccc(S(=O)(=O)N2CCc3ccccc32)c1	?	/	/	/	/	2	2%	-8	-7	/	-0.8%
Cc1cccc(C2c3[nH]c4ccccc4c3CCN2C(=O)Cc2n[nH]c(C)n2)n1 (stereo unspecified)	-3	0%	-2%	8%	0%	3	7%	-6	-7	3	0.0%
CSCC[C@H](NC(=O)OC(C)(C)C)c1nnc(SCC(=O)Nc2ccc(C)cc2C)o1	-1	-2%	-6%	-3%	0%	-16	-1%	-10	4	0	0.2%
Cc1nn(Cc2ccc(C(=O)N3CCOCC3)o2)c(C)c1Br	-1	0%	17%	2%	4%	/	3%	1	-1	0	-0.2%
CCC(C)[C@H](NC(=O)Nc1cccc(Cl)c1)C(=O)O (stereo partly specified)	2	0%	5%	-3%	-9%	-9	6%	12	-4	0	0.2%
NC(=O)C[C@@H]1N[C@]2(C(=O)Nc3ccccc32)[C@@H]2C(=O)N(c3cc(C(F)(F)F)ccc3Cl)C(=O)[C@H]12	1	6%	3%	4%	-1%	0	?	14	0	-1	0.3%
COc1ccc(-c2cc(C(=O)Nc3ccc(OC)cc3OC)no2)cc1	-5	3%	18%	14%	/	-108*	2%	-2	2	-1	-0.6%
CNC(=O)C(=O)Nc1ccc(C)cc1C	-5	0%	2%	-12%	-3%	14	4%	4	-6	3	-0.2%
Further structures follow:
SMILES	TRPV1 ag	GALK inhibitor	CXXC DNA block	Menin MLL FP TR	PKM2 activator	KCNH2 3.1 inh	USP2a block	Giardia kill	KCNH2 WT inh	FBPA coupling cs	B2AR arrestin
Cc1ccc(S(=O)(=O)CCN2CCC(O)(c3ccccc3)CC2)cc1	-7	/	51%[activator]	?	/	8	-1%	-9	1	-1	0.8%
CC(=O)c1cc(Cl)ccc1OCC(=O)Nc1cccc(S(=O)(=O)N2CCCC2)c1	1	/	/	/	/	0	-2%	20	4	/	0.3%
CCC(CC)NC(=O)c1cccc([N+](=O)[O-])c1C	0	2%	0%	-8%	-1%	-14	1%	3	3	3	-0.8%
COc1ccc2c(c1)[nH]c1c(=O)n(CCCn3ccnc3)cnc12	1	-3%	17%	/	-4%	-8	1%	-8	10	1	-0.2%
O=C(c1cc(-c2ccc(Cl)cc2)on1)N1CCOCC1	/	-1%	-5%	0%	4%	4	1%	-22	-4	4	-0.2%
CC(=O)Nc1ccccc1C(=O)C(=O)Nc1ccc(F)c(Cl)c1	2	0%	-7%	18%	3%	13	0%	-5	7	-1	0.0%
CCOC(=O)c1cc(S(=O)(=O)NCC2CCN(Cc3cccc(C)c3)CC2)cn1C	16	5%	2%	/	/	13	3%	15	29	/	0.2%
Cc1ccsc1/C=N/N1CCN(c2ccccn2)CC1	?	-1%	-1%	/	-3%	0	2%	-5	7	1	-0.5%
Cc1nc2ccccn2c1C(=O)CSc1ccccc1	21	0%	17%	-11%	30%	12	1%	4	2	0	0.2%
CN(C)S(=O)(=O)c1ccc(Cl)c(-c2nnc3n2CCCCC3)c1	-2	0%	4%	-18%	-1%	3	5%	3	2	1	0.3%
COc1ccc(NC(=S)N2CCCC(CO)C2)c(OC)c1 (stereo unspecified)	2	/	-5%	5%	4%	1	2%	19	i	4	-0.2%
O=[N+]([O-])c1ccc(C=Nc2cccc3ccccc23)s1	2	1%	0%	?	-13%	14	1%	1	7	-28	0.4%
CCOC(=O)CNC(=O)CSc1nnc(-c2ccccc2OC)n1CC	3	-1%	-4%	-2%	1%	-13	4%	-9	2	2	-0.8%
O=C(c1ccc(NC2=NC3CS(=O)(=O)CC3S2)cc1)N(CCO)Cc1ccccc1 (stereo unspecified)	-1	-3%	28%	/	/	0	3%	5	2	/	-0.7%
COn1c(-c2ccccc2)nc2c1CCc1nonc1-2	0	3%	-20%	4%	0%	4	-1%	?	2	0	0.3%
COCCN1C(=O)N[C@@H](c2ccccc2)[C@H](C(=O)OC)[C@H]1C	/	/	/	0%[11.7 µM]	-7%[11.5 µM]	5	/	-25	-47	-1	/
O=C(CSc1nc2ccc(Cl)cc2[nH]1)Nc1ccc2c(c1)CCC2	28	0%	6%	?	-15%	2	-4%	0	-3	-5	-0.5%
COc1ccc(C(=O)CC(=O)C(=O)Nc2ccc(Cl)cc2)cc1	-2	0%	1%	-3%	/	16	-5%	-8	0	1	-0.4%
Cn1c(CCc2ccccc2)nnc1SCC(=O)N1CCOCC1	-5	-1%	4%	-5%	5%	5	3%	14	8	1	-2.9%
C#CCOc1coc(COC(=O)c2ccccc2)cc1=O	0	0%	-11%	-8%	0%	-5	1%	14	-25	2	-0.4%
O=C(NCCOC(=O)C1COc2ccccc2O1)c1cccnc1 (stereo unspecified)	1	0%	15%	9%	-1%	9	3%	-3	-2	0	0.0%
CSc1ccccc1NC(=O)CN(C)C(=O)c1c(C)nn(Cc2ccccc2)c1C	0	/	/	/	/	8	3%	3	-10	/	-0.7%
CNC(=S)N(Cc1ccc2c(c1)OCO2)C1CC(=O)N(c2ccccc2)C1=O (stereo unspecified)	3	2%	-5%	11%	12%	2	-2%	-15	5	-5	-0.6%
FC(F)(F)c1cccc(N2CCN(c3nnnn3-c3ccccc3)CC2)c1	?	1%	-5%	1%	-5%	-7	0%	-18	1	4	-0.4%
CCOC(=O)COc1cc(=O)n(CC)c2ccccc12	0	0%	-5%	-7%	-1%	4	0%	21	4	1	0.2%
